From PubChem
hcGAS lum – human cGAS inhibition | recombinant h-cGAS, ATP depletion, Kinase-Glo luminescence | inhibition, % at 12.5 µM | 290,000 compounds, 0.081% hits | AID 1259398;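 note: 0% = vehicle reaction and 100% = reaction without DNA for no activity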
Target sequence (Q8N884 whole entry, looked up): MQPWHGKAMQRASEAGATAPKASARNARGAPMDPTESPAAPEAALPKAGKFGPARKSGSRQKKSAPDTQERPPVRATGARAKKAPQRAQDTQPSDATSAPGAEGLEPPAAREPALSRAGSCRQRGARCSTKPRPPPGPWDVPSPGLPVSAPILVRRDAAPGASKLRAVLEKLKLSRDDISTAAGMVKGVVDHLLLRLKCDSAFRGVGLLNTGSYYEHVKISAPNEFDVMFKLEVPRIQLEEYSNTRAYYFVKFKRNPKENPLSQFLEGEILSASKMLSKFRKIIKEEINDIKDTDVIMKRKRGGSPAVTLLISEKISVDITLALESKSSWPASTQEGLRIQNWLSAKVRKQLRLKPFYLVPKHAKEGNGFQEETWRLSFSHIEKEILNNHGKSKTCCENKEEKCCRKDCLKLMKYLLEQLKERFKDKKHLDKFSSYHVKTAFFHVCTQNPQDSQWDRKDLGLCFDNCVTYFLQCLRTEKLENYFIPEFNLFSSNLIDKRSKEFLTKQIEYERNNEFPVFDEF
mcGAS inh – inhibitors of mouse cGAS. Q8C6L5. recombinant cGAS, Kinase-Glo ATP depletion luminescence. inhibition, % at 12.5 µM. 160,000 compounds, 0.15% hits;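 note: 0% = negative control wells and 100% = reference inhibitor with no enzyme activity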
NPYLR7 agonist – mosquito NPYLR7 agonism | HEK293T NPYLR7/Galpha15, GCaMP6s calcium fluorescence | 270,000 compounds, 0.15% hits | activation, % at 10 µM; in the data active = activation above about 40%;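 note: 0% = vehicle and 100% = reference agonist at the receptor; some compounds past the cut are filed as inactive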
* = called active by the depositor; nt = no result given; & = joins results of further samples. Cut-off read from the data, not from the text of the source, unless noted: active = inhibition above about 40%; inactive = the rest.

The line under a structure holds: hcGAS lum | mcGAS inh | NPYLR7 agonist
C=CCC(O)(CC=C)c1ccc(CN(CCC)Cc2ccccc2F)o1
    0 | nt | -3
COC(=O)c1ccc(Cn2nc(-c3ccco3)c3sc(N4CCCCC4)nc3c2=O)cc1
    -5 | -6 | 0
Cc1ccc(CN(CCc2c[nH]c3ccccc23)C(=O)CN(C(=O)c2ccccc2C)C2CC2)cc1
    2 | -2 | 4
c1ccc(-c2n[nH]c(-c3ccccn3)n2)nc1
    -12 | nt | 0
CCOC(=O)C(C)Sc1nc2cc(S(=O)(=O)N3CCCC(C)C3)ccc2n1CC1CCCO1 (configuration not stated)
    4 | 1 | 5
COc1ccccc1/C=C/C=C1/N=C(c2cc([N+](=O)[O-])ccc2OC)OC1=O
    -4 | nt | -2
CC(C)NCC(O)c1ccc2ccccc2c1 (configuration not stated)
    0&-6&1 | nt | -14&12&-6
CC(=O)Nc1ccc(CN(C)Cc2snnc2C)cc1
    2 | nt | 1
CCOC(=O)c1cccc(N(CC)Cc2nc(C)c(C)o2)c1
    -17 | nt | 3
Cc1sc2ccccc2[n+]1CCCS(=O)(=O)O
    -14 | nt | 5
Cc1cc(C(=O)N2CCN(C3c4ccccc4CCc4ccccc43)CC2)n(C)n1
    -2 | 0 | -7
COc1nccnc1NCCc1cc(=O)[nH]c(C23CC4CC(CC(C4)C2)C3)n1
    -3 | -15 | 10
Cc1nc(NC(=O)Cc2cccc(C(F)(F)F)c2)sc1C
    -11 | nt | 9
CCC(=O)N1CCN(C(=O)C(NC(=O)c2ccccc2OC)S(=O)(=O)c2ccccc2)CC1 (configuration not stated)
    0 | nt | 4
COc1cccc(Cn2c(=O)c(C(=O)N3CCOCC3)nn(-c3cc(C)cc(C)c3)c2=O)c1
    -5 | -6 | -1
O=C(CCC1CCN(C(=O)CCn2cccn2)CC1)Nc1ccc(F)c(Cl)c1
    -10 | nt | 5
COC(=O)C1C2C=CC3(CN(Cc4cccs4)C(=O)C13)O2 (configuration not stated)
    -6 | nt | 0
CN(CCO)c1ccc(F)cc1S(=O)(=O)C(F)(F)F
    12 | nt | -4
O=C(Nc1ccccc1C(=O)N1CCCC1)c1ccc2ccccc2c1
    -6 | nt | -2
CN(CCCN1C(=O)CC2(C1=O)C(=O)N(Cc1ccccc1)c1ccc(Cl)cc12)S(C)(=O)=O (configuration not stated)
    -4 | -3 | -2
CCCCCOc1ccc(C(=O)NC(C)CC(C)C)cc1OCCCCC (configuration not stated)
    -2 | -5 | -8
Cc1cc(C)cc(NC(=O)CC(NCCCOC(C)C)C(=O)O)c1 (configuration not stated)
    1 | 1 | 0
COCC(C)NC(=O)c1cc(N2CCN(c3ccc(OC)cc3)CC2)nc2ccccc12 (configuration not stated)
    -1 | -5 | 5
COCCN(Cc1ccc(OS(=O)(=O)c2cccc(C(F)(F)F)c2)cc1)C(=O)c1ccccc1Br
    -2 | -4 | 6
CN(c1ccc(Oc2ccccc2)cc1)S(=O)(=O)c1cc(C(N)=O)n(C)c1
    -10 | nt | 5
CC(C)N1C(=O)C2ON(c3ccc(Cl)cc3)C(c3cccc([N+](=O)[O-])c3)C2C1=O (configuration not stated)
    0 | nt | -5
Cc1ccc(CN2CCNC(=O)C2CC(=O)N2CCC(CN3CCCC3=O)CC2)cc1 (configuration not stated)
    -8 | nt | 14
CCN(CC)c1ccc(C=C2CCC(C=NNC(=O)c3ccco3)=C2N2CCOCC2)cc1
    -5 | -7 | 19
O=C1CC(Nc2ccccc2)C(=O)N1c1ccc(N2CCOCC2)cc1 (configuration not stated)
    -2 | -5 | -11
O=c1[nH]c(/C(Cl)=C\c2cccnc2)nc2sc3c(c12)CCC3
    -7 | -1 | 11

Brought forward from above: 6 compounds, followed by the next part.
The line under a structure holds: hcGAS lum | mcGAS inh | NPYLR7 agonist
CN(c1ccc(Oc2ccccc2)cc1)S(=O)(=O)c1cc(C(N)=O)n(C)c1
    -10 | nt | 5
CC(C)N1C(=O)C2ON(c3ccc(Cl)cc3)C(c3cccc([N+](=O)[O-])c3)C2C1=O (configuration not stated)
    0 | nt | -5
Cc1ccc(CN2CCNC(=O)C2CC(=O)N2CCC(CN3CCCC3=O)CC2)cc1 (configuration not stated)
    -8 | nt | 14
CCN(CC)c1ccc(C=C2CCC(C=NNC(=O)c3ccco3)=C2N2CCOCC2)cc1
    -5 | -7 | 19
O=C1CC(Nc2ccccc2)C(=O)N1c1ccc(N2CCOCC2)cc1 (configuration not stated)
    -2 | -5 | -11
O=c1[nH]c(/C(Cl)=C\c2cccnc2)nc2sc3c(c12)CCC3
    -7 | -1 | 11
CN1CCN(C(=O)CCC2CCCN(C3CCN(c4ccccc4)CC3)C2)CC1 (configuration not stated)
    -7 | nt | 21
NC(=O)c1ccc(OCCC(=O)Nc2ccsc2)cc1
    -5 | nt | 3
CCOC(=O)c1ccc2c(c1)n(Cc1ccccc1)c(C)[n+]2CC
    -9 | nt | 8
O=C(Nc1ccc(F)cc1Br)c1ccccc1C(F)(F)F
    -8 | nt | -3
CC1(C(=O)NCCc2c[nH]c3ccccc23)CCN1CC1CCCCC1 (configuration not stated)
    -7 | nt | 3
CC1(C)Cc2nc(C(C)(C)C)ncc2C(NCc2ccccn2)C1 (configuration not stated)
    -5 | nt | 12
Cc1cc(C)cc(Nc2nc(NCC3CCCO3)nc3c2cnn3-c2ccccc2)c1 (configuration not stated)
    -4 | -8 | 1
COc1cc(-c2cnn3c(C)c(C(=O)NC(C)c4cccc5ccccc45)cnc23)cc(OC)c1OC (configuration not stated)
    4 | 1 | 4
O=C(NCCCC(=O)N1CCC(n2c(=O)[nH]c3ccccc32)CC1)OCc1ccccc1
    -8 | nt | -7
CN1CCN(c2nc(CSc3nnc(N)s3)cc(=O)[nH]2)CC1
    -4 | -7 | 1
CC1CN(C(=O)c2cc3ccsc3n2Cc2ccccc2F)CCN1C(=O)CCl (configuration not stated)
    -3 | 2 | nt
O=C(c1cc(Br)ccc1O)N1CCN(C(=O)c2ccccc2Cl)CC1
    1 | nt | 3
CCN(CC)S(=O)(=O)c1ccc(OC)c(N2CCN(C(=O)COc3cccc(Cl)c3)CC2)c1
    -3 | -8 | 21
CCCc1nn(C)c(C(=O)Nc2ccc(CS(=O)(=O)N3CCCC3)cc2)c1[N+](=O)[O-]
    -7 | nt | 11
CC(C)(C)N=C1NN=C(c2c[nH]c3ccccc23)CS1
    -13 | nt | 5
CCc1nnnn1CC(=O)Nc1c(Br)cc(C)cc1Br
    -8 | nt | -3
O=S(=O)(NCCNc1cc(-n2cccn2)ncn1)c1cc(F)ccc1F
    -3 | -6 | -6
COC(=O)CCCC(=O)N1CCN(c2nc3nccc(-c4ccc(C5CCCCC5)cc4)n3n2)CC1
    3 | 2 | 12
CCOc1ccc(C(=O)Nc2ccc(Cl)c(-c3nc4cc(C)ccc4o3)c2)cc1[N+](=O)[O-]
    2 | 5 | -6
Cn1c(CN(C2CCCC2)C2CC2)nnc1C1CC1
    -10 | nt | 6
Cc1cc2c(=O)n(C)c(SCC(=O)NC3CCCC3)nc2s1
    0 | nt | -1
Cc1ccc2c(c1)NC(=O)c1cc(NS(=O)(=O)c3ccc(C)s3)ccc1O2
    0 | nt | -1
CC(O)Cn1c(SCC(=O)NC2CC2)nc2ccc(Br)cc2c1=O (configuration not stated)
    -3 | nt | 0
Cc1nn(C(C)C)c(C)c1NC(=O)CSc1ccccc1
    -1 | nt | 4
CCS(=O)C1CCCC(NCc2ccc(C)o2)C1 (configuration not stated)
    -9 | nt | 9
c1cc(CN2CCN3CCCC3C2)n(-c2nccs2)c1 (configuration not stated)
    -11 | nt | -5
Cc1ccc(S(=O)(=O)N2CCCN(C(=O)COc3c(Cl)cccc3Cl)CC2)cc1
    -7 | -6 | -1
CCc1cc2c(-c3sc4nc(C)cc(C)c4c3N)cc(=O)oc2cc1O
    -4 | -9 | 5
COc1cccc(CN2CCCC3(CCN(C(=O)c4cscn4)C3)C2)c1OC (configuration not stated)
    -10 | nt | 3
Cc1cccc(NC(=O)CC2S/C(=N/N=C\c3cccc(O)c3)NC2=O)c1C (configuration not stated)
    -1 | -6 | 2

Next part:
The line under a structure holds: hcGAS lum | mcGAS inh | NPYLR7 agonist
CC(C)C(NS(C)(=O)=O)c1ccc(F)cc1F (configuration not stated)
    -2 | nt | -22
N#Cc1c(N)n(-c2cccc(Cl)c2)c2nc3ccccc3nc12
    2 | -1 | 2
CCC(Cl)C(=O)N1CCc2c([nH]c3ccc(OC)cc23)C1c1ccc(-c2ccccc2C(F)(F)F)o1 (configuration not stated)
    -5 | -9 | 16
CCCC(CCC)C(=O)NCCc1cc2ccc(C)c(C)c2[nH]c1=O
    -10 | nt | 2
Cc1ccc(NC(=O)N2CCC(C(NC(=O)c3ccc(C)cc3)C(=O)N3CCOCC3)CC2)cc1 (configuration not stated)
    1 | -4 | -1
COc1cc(OC)cc(-c2nnc(SCc3cc(F)ccc3F)n2-c2ccc(C)cc2)c1
    -1 | -1 | nt
CCC(C)N(Cc1cccc(OS(=O)(=O)c2ccc(OC)cc2)c1)C(=O)Nc1ccccc1OC (configuration not stated)
    2 | -3 | 9
COC(=O)c1ccc(CN(C)S(=O)(=O)N2CC(C)OC(C)C2)cc1 (configuration not stated)
    -7 | -17 | 4
O=C(CSc1nnc2c(n1)[nH]c1ccccc12)C1CC1
    -6 | nt | 20
O=S(=O)(c1ccccc1)C1(c2n[nH]c(CCc3ccccc3)n2)CC1
    -5 | -14 | -9
C=CCNc1oc(-c2ccc(F)cc2)nc1C#N
    -1 | nt | 12
CN=c1scc(-c2ccc3[nH]c(=O)oc3c2)n1C
    4 | nt | 5
O=c1c2c3c(sc2nc2n1CCCC2)CCCCC3
    -5 | -4 | 7
CC(CNC(=O)c1n[nH]c2ccccc12)N(C)c1ccccc1 (configuration not stated)
    -9 | -13 | -1
CN1CCN(c2ccc(Nc3nccc4[nH]c(-c5ccc(C(=O)N(C)C)cc5)cc34)cc2)CC1
    3 | 3 | 20
Cc1c([N+](=O)[O-])c([N+](=O)[O-])nn1CC(=O)Nc1cccc(O)c1
    -2 | -5 | 3
CC(C)=CC(=O)NCC1CCCN(Cc2nccn2C(C)C)C1 (configuration not stated)
    -3 | -19 | 2
Cc1ccc(Cc2nsc(N3CCN(C(=O)CSc4ccccc4)C(C)C3)n2)cc1 (configuration not stated)
    -4 | -5 | 8
CC(C)NS(=O)(=O)c1ccc(Cl)c(C(=O)NC(C)(C)CC(C)(C)C)c1
    7 | 3 | 6
Cc1ccc(NC(=O)C2CCCN2S(=O)(=O)c2c(C)noc2C)c(C)c1 (configuration not stated)
    -3 | -7 | 0
COc1ccc(F)c(CC2(CCC(=O)N3CCN(Cc4ccccc4OC)CC3)CCC(=O)N2)c1 (configuration not stated)
    -6 | -11 | 13
COCCN=c1scc(-c2ccccc2Br)n1N=Cc1ccc2c(c1)OCO2
    -4 | nt | 4
Cc1[nH]c2c(c1C(=O)N1CCN(C)C(C(=O)O)C1)C(=O)CCC2 (configuration not stated)
    -9 | -12 | nt
CNC(=O)CSc1nc(-c2ccccc2)c(NC(=O)C(C)C)s1
    -4 | -10 | -6
O=C(NS(=O)(=O)N1CCCc2ccccc21)C1CSCN1C(=O)C1CCC1 (configuration not stated)
    -11 | nt | 5
Cc1cc(C)n2c(C(=O)NC(C)C3=CCCCC3)nnc2n1 (configuration not stated)
    -6 | nt | 13
CN(C)c1ccc(CNC(=O)c2cn(CC(=O)N3CCCC3)nn2)cc1
    -3 | -6 | 2
NCc1ccccc1CS(=O)(=O)N1CCCCC1
    3 | nt | 2
CC(=O)Nc1nc2nc(C(F)(F)F)cc(=O)n2[nH]1
    -5 | -1 | -6
N=C1C2=C3Sc4ccccc4N3CCCC2=NN1c1ccc(Cl)cc1
    -13&-1 | nt | 12&2

Remaining list, next part
The line under a structure holds: hcGAS lum | mcGAS inh | NPYLR7 agonist
CCCCCN(Cc1nc(C(=O)OCC)cs1)C(=O)Nc1ccc(C)cc1
    -10 | -5 | -6
CNC(=O)[C@@H]1[C@@H](c2ccccc2)CN2CCN(C(=O)c3ccccc3)C[C@H]12
    1 | -10 | 2
Cc1ccc(S(=O)(=O)N(CCO)c2ccc(C#N)cc2)c(F)c1
    -6 | nt | 6
CCN(CC)CCN1CCN(c2cc(-c3ccccc3Oc3ccccc3)ncn2)CC1
    -3 | nt | 13
O=C(COc1ccc2cc(Br)ccc2c1)N1N=C(C(F)F)CC1(O)C(F)F (configuration not stated)
    2 | nt | 6
CCCCCc1ccc(-c2ccc(C(=O)Nc3ccc(Cl)c4c3C(=O)c3ccccc3C4=O)cc2)cc1
    -6 | -7 | 10
Cc1cc(CNCc2c(C(=O)N(C)CCc3ccccc3)nc3sccn23)nn1C
    -7 | nt | 6
CC1CCCN(c2nc3nonc3nc2N2CCCC(C)C2)C1 (configuration not stated)
    -4 | nt | 12
CC(C)(C)NC(=O)NC1CCN(c2ccccc2C(=O)N2CCN(C3CCCC3)CC2)CC1
    -6 | -5 | 2
CCOC(=O)CC1CCCCN1Cc1nnc(C2CC2)o1 (configuration not stated)
    -8 | -18 | 3
CCc1nc([C@H]2CN(C)C[C@@H]2C(=O)NCc2ccccn2)c(C)[nH]1
    -7 | -14 | 6
CN1CCN(C(c2ccccc2Cl)C2Sc3nc(-c4ccco4)nn3C2=O)CC1 (configuration not stated)
    -4 | -6 | -3
Cn1cc(CNC(=O)CC2C(=O)NCCN2Cc2cccc(F)c2F)cn1 (configuration not stated)
    3 | -1 | 4
O=C(COc1ccc(F)cc1)N1CCC(n2nc(-c3ccccc3)cc2-c2ccccc2)CC1
    -7 | -6 | 1
COCC(=O)N(Cc1cc(NC(=O)C2CCC2)ccc1N(C)C)C1CC1
    -3 | -4 | 23
COc1ccc(C(=O)N2CCN(c3ccc4c(c3)CCC4)C(=O)C2C)cc1 (configuration not stated)
    0 | 0 | 1
COc1ccccc1CCNC(=O)c1ccccc1N1CCC(NC(=O)c2ccc(C(F)(F)F)cc2)CC1
    0 | nt | 1
Cn1c(=NNC(=O)Cc2coc3cc4c(cc23)CCC4)sc2ccccc21
    -5 | nt | 15
